S1P4 antag – human S1P4 receptor antagonism. O95977. S1P4-expressing cells, antagonist mode, reporter read-out. inhibition, % at 4.98 µM. 220,000 compounds, 0.26% hits; in the data active = inhibition above about 29%;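 also: 0% = wells stimulated with agonist and 100% = vehicle wells without agonist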
Target sequence (O95977 whole entry, looked up): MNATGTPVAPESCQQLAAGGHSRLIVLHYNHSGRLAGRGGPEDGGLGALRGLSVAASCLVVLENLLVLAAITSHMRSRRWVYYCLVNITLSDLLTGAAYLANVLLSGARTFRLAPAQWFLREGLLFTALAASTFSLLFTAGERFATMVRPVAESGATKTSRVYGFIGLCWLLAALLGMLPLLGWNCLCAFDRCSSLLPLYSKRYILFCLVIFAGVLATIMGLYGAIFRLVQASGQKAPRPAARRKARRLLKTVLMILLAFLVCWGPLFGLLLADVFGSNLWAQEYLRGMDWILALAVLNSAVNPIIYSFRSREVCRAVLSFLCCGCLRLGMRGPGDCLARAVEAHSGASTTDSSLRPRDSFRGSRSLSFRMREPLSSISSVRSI
S1P4 agonist – human S1P4 receptor agonism. S1P4-expressing cell line, agonist reporter assay. activation, % at 4.98 µM. 220,000 compounds, 0.35% hits. O95977; in the data active = activation above about 11%;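 also: 0% = DMSO vehicle and 100% = reference agonist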
Ba/F3 V617F tox – lowers viability of Ba/F3 cells expressing EpoR and JAK2V617F. 220,000 compounds, 1.1% hits. ATP luminescence. inhibition, % at 5.6 µM. AID 1446;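 active = inhibition above the campaign mean plus 3 SD over all tested compounds, cut at about 24% in these data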;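 also: cytokine-independent growth of Ba/F3 cells driven by EpoR plus mutant JAK2; 0% = DMSO-treated cells and 100% = JAK inhibitor I control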
eIF4E 4G PPI – blocks eIF4E binding to eIF4G | TR-FRET eIF4E-eIF4GI(517-606) binding, 2 h | 220,000 compounds, 0.37% hits | P63073+Q04637 | inhibition, % at 21.7 µM;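 active = inhibition above about 30%, limit read from the data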;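 also: 0% = full FRET control wells and 100% = background wells lacking eIF4GI fragment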
BaF3 parental – reduces parental Ba/F3 cell viability, JAK2V617F counter-screen; inhibition, % at 5.6 µM; CellTiter-Glo ATP luminescence; 220,000 compounds, 1.1% hits;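 active = inhibition above a per-campaign cutoff, the mean inhibition of all tested compounds plus 3 SD, cut at about 27% in these data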;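 also: 0% = DMSO wells and 100% = JAK Inhibitor I control wells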
NPY-Y2 PAM-ag – potentiators or agonists of human neuropeptide Y receptor Y2; activation, % at 3.6 µM; 220,000 compounds, 0.45% hits; cells expressing NPY-Y2, potentiator/agonist read-out; P49146; AID 1359; in the data active = activation above about 27%;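 also: cells stimulated with NPY near EC25 plus isoproterenol at EC100; 0% = vehicle plus submaximal agonist and 100% = vehicle plus saturating agonist; some results beyond the cut were filed as inactive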
Target sequence (P49146 whole entry, looked up): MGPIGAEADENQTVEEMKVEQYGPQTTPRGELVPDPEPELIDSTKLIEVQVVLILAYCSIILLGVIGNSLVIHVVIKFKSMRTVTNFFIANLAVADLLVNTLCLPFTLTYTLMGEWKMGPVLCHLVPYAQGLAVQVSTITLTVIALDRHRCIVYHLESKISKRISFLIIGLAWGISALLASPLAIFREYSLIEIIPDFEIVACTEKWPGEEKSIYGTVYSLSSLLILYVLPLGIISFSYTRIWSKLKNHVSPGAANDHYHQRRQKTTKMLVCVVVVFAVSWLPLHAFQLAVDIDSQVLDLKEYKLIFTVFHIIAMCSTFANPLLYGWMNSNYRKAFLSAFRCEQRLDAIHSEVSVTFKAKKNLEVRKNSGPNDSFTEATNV
Mdm2 ligase inh – inhibitors of human Mdm2 E3 ubiquitin ligase | Q00987 | cell-based MDM2 ubiquitination luciferase reporter, 2 h; 0 = plate control, 100 = twice control, blank-subtracted | signal enhancement, % at 5 µM | 210,000 compounds, 0.11% hits;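 active = signal enhancement of 30% or more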;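 also: luminescence tracks abundance of the self-degrading MDM2-luciferase fusion protein; higher signal means inhibition of MDM2 E3 ligase activity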
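Material: Stable MDM2–luciferase fusion reporter cells | Amount: 2000 cells seeded into each well | Dosing: One concentration, 5 µM, with 0.2% DMSO | Incubation: 4 h cell settling then 2 h compound exposure, 37 °C | Measured by: Luciferase luminescence | Read-out basis: % enhancement relative to plate controls after blank subtraction | Benchmarks: Control and blank well means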
PERK inhibitor – human PERK inhibition, primary cell-based screen; AID 1416; inhibition, % at 5.6 µM; 220,000 compounds, 0.17% hits; CHO PERK-DD fusion, SEAP luminescence translation reporter; Q9NZJ5;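 active = inhibition above the mean inhibition of all tested compounds plus 3 SD, set separately per screening campaign, cut at about 2.9% in these data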;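 also: PERK kinase domain activated by AP20187 dimerizer at 100 nM; 0% = DMSO with dimerizer and 100% = rapamycin at 8.4 µM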
Wee1 degr inh – blocks degradation of human Wee1 kinase | P30291 | HeLa Luc-Wee1K328M stability, luciferase luminescence; 100% = proteasome inhibitor MG132 effect | reporter increase, % at 5 µM | 220,000 compounds, 1.2% hits | AID 1321;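 active = activation above the mean of all tested compounds plus 3 SD, set per screening run, cut at about 8.8% in these data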;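 also: cells exposed to compound for 20 h before luminescence read; 0% = DMSO alone and 100% = MG132 at 30 µM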
An asterisk follows results filed as active; . = no result given; [ ] = another dose, or the depositor's remark.

1: CCOC(=O)Cn1cc([N+](=O)[O-])nc1[N+](=O)[O-]
2: O=Cc1cn(Cc2ccccc2F)c2ccccc12
3: CCOc1ccc2[nH]c(=O)c(CN(CCO)C3(c4nnnn4C4CCCCC4)CCCCC3)cc2c1
4: Cc1cccc(CN2CCCC(C(=O)c3ccc4c(c3)OCO4)C2)n1 (stereo not drawn)
5: CCn1c(O)c(C=NCc2ccccc2)c(=O)[nH]c1=S
6: O=c1[nH]c(=O)n(Cc2ccccc2Cl)c(O)c1/C=C1/C=CC=N1
7: COC(=O)C(O)(c1c[nH]c2ccccc12)C(F)(F)F (stereo not drawn)
8: O=c1[nH]c(=O)n(-c2ccccc2Cl)c(O)c1C=NCCN1CCCCC1
entry no.	1	2	3	4	5	6	7	8
S1P4 antag	2.8	-29.3	-14.9	-2.8	-19.9	15.5	10.8	8.9
S1P4 agonist	-1.6	2.4	0.7	1.9	0.8	1.6	0.3	1.6
Ba/F3 V617F tox	2.0	-1.9	-1.3	3.0	-2.8	-2.1	-0.6	-2.9
eIF4E 4G PPI	0.6	5.5	-10.3	4.5	7.4	8.9	-7.5	1.4[fluorescence artefact?]
BaF3 parental	-2.8	3.3	2.8	9.1	4.2	2.2	3.4	1.8
NPY-Y2 PAM-ag	-20.4	4.2	7.5	3.4	9.6	-0.6	8.7	-22.2
Mdm2 ligase inh	-19.1	-16.2	-5.7	-0.3	9.6	-1.2	-9.5	-7.5
PERK inhibitor	0.3	-0.1	-0.8	0.1	2.3	2.3	1.1	0.0
Wee1 degr inh	4.1	4.3	-0.3	-0.5	2.5	-0.9	-1.1	5.2

9: Cc1ccc(OP(=O)(NCc2ccccc2)Oc2ccc(C)cc2)cc1
10: O=C(COc1ccc(Br)cc1)N1CCN(Cc2c[nH]c3ccccc23)CC1
11: COc1cc(C(=O)Nc2ccc(Br)cc2C(=O)c2ccccc2)cc(OC)c1OC
12: NCCc1ccc(S(N)(=O)=O)cc1
13: COC(=O)C(O)(c1ccc(NC(=O)c2ccco2)c(OC)c1)C(F)(F)F (stereo not drawn)
14: CCN(CC)c1ccc(C=C2C(=O)N(C)C(=S)N(C)C2=O)o1
15: CC1=C2C(=O)C3C(CC=C4CC(OC5OC(O)C(O)C(O)C5CO)CCC43C)C2CCC12OC1CC(C)CNC1C2C (stereo not drawn)
16: COc1cc2c(C(=O)N3CCN(C)CC3)c(C)n(C)c2cc1Br
entry no.	9	10	11	12	13	14	15	16
S1P4 antag	-12.0	-8.3	3.0	-5.9	-2.5	2.9	5.5	-6.7
S1P4 agonist	-1.0	-1.1	-0.1	2.5	-4.5	0.1	0.4	-2.7
Ba/F3 V617F tox	1.0	10.9	-0.8	0.6	-4.0	-3.9	0.8	-5.2
eIF4E 4G PPI	-1.4[fluorescence artefact?]	-11.7	-13.3[fluorescence artefact?]	2.4	-1.1	-2.4	-4.0	-2.8
BaF3 parental	5.6	4.5	3.0	4.1	-2.4	4.3	0.3	3.9
NPY-Y2 PAM-ag	27.1	-4.0	-13.5	-1.9	0.8	12.8	-5.4	-8.9
Mdm2 ligase inh	-6.4	-7.8	-4.6	-7.8	11.8	1.4	1.8	0.9
PERK inhibitor	0.6	-1.7	0.9	1.0	-0.1	1.1	-0.5	0.8
Wee1 degr inh	-2.5	0.5	1.0	-1.6	3.4	1.6	1.2	-4.2

From no. 9 to 10, as listed above:
9: Cc1ccc(OP(=O)(NCc2ccccc2)Oc2ccc(C)cc2)cc1
10: O=C(COc1ccc(Br)cc1)N1CCN(Cc2c[nH]c3ccccc23)CC1
entry no.	9	10
S1P4 antag	-12.0	-8.3
S1P4 agonist	-1.0	-1.1
Ba/F3 V617F tox	1.0	10.9
eIF4E 4G PPI	-1.4[fluorescence artefact?]	-11.7
BaF3 parental	5.6	4.5
NPY-Y2 PAM-ag	27.1	-4.0
Mdm2 ligase inh	-6.4	-7.8
PERK inhibitor	0.6	-1.7
Wee1 degr inh	-2.5	0.5

(cont.)
17: C=CCn1c(O)c(C(CC)=NCCc2c[nH]c3ccccc23)c(=O)[nH]c1=O
18: COc1ccc(C2C(C#N)=C(N)Oc3c2c(=O)oc2ccccc32)cc1Cn1cc([N+](=O)[O-])cn1 (stereo not drawn)
19: COc1ccc(Br)cc1CN1CCN(C(=O)Cc2ccccc2)CC1
20: Cc1ccc(N2C(=O)/C(=C/N3CCN(C(=O)c4ccco4)CC3)C(=O)NC2=S)cc1C
21: COC(=O)C(O)(c1ccc(N(C)C(=O)COc2ccccc2)cc1)C(F)(F)F (stereo not drawn)
22: Cc1cc(C(=O)CS(=O)(=O)c2ccccc2)cc(C)c1OC(=O)N(C)C
23: Cn1c(O)c(C=Nc2ccc(Cl)cc2)c(=O)n(C)c1=O
24: O=C(c1cc(-c2cccnc2)nc2ccccc12)N1CCC2(CC1)OCCO2
entry no.	17	18	19	20	21	22	23	24
S1P4 antag	-0.4	-2.1	-15.7	-21.4	-18.0	-7.0	-1.8	-15.8
S1P4 agonist	0.2	0.4	1.5	2.5	0.8	1.3	-1.4	2.2
Ba/F3 V617F tox	-3.0	0.3	3.6	2.7	-1.9	6.2	-4.2	0.3
eIF4E 4G PPI	-1.4	-13.4	-15.5	-8.8	-1.9[fluorescence artefact?]	1.4	-10.3	-0.1
BaF3 parental	-0.1	10.1	5.9	6.4	2.3	7.4	1.9	1.8
NPY-Y2 PAM-ag	-24.3	1.6	7.0	-19.9	-3.6	-4.8	-188.7	-3.0
Mdm2 ligase inh	-13.4	-22.6	-6.5	-14.8	-3.3	-56.9	-10.2	-5.5
PERK inhibitor	-0.6	-0.2	-0.9	-0.3	1.4	0.5	0.1	-1.2
Wee1 degr inh	-0.8	2.4	2.3	-0.9	-0.6	10.0*	-1.8	-2.4

25: O=Cc1c(C(=O)O)n(Cc2ccccc2Cl)c2ccccc12
26: CCC/C(=N\O)c1c[nH]c2ccccc12
27: Cc1sc2c(c1C)C(c1cccs1)=NCC(=O)N2CC(=O)NCc1cccs1
28: O=c1[nH]c(O)c(N=Nc2ccc3c(c2)OCCO3)c(=O)[nH]1
29: CN(C)c1ccc(/C=C2\C(=O)NC(=O)N(Cc3ccc(F)cc3)C2=O)cc1
30: Cc1ccccc1-n1c(O)c(/C=C2/C(c3ccccc3)=Nc3ccccc32)c(=O)[nH]c1=O
31: CN(C)C1(c2nnnn2-c2ccc(Cl)cc2)CCCCC1
32: CN(C(=O)c1ccco1)C1(c2ccccc2Cl)CCCCC1=O (stereo not drawn)
entry no.	25	26	27	28	29	30	31	32
S1P4 antag	-16.5	-9.8	0.7	-6.8	-6.6	-19.3	-20.9	-25.5
S1P4 agonist	0.2	0.7	0.9	-1.9	-0.1	1.3	-0.8	2.4
Ba/F3 V617F tox	6.2	-6.3	1.7	5.1	-4.1	77.6*	-2.3	-1.7
eIF4E 4G PPI	1.9	0.0[fluorescence artefact?]	0.1	2.9	-0.2	11.8	0.2	-3.5
BaF3 parental	14.2	0.6	4.1	6.6	-1.1	68.9*	-0.7	-0.6
NPY-Y2 PAM-ag	-14.5	-0.9	8.7	-3.4	3.5	-1.1	-0.7	-5.8
Mdm2 ligase inh	-9.5	-2.3	-6.5	-51.7	-7.9	2.4	-12.3	-13.8
PERK inhibitor	0.9	-0.2	-0.2	0.9	1.1	0.8	0.6	0.3
Wee1 degr inh	2.7	-1.6	-3.9	-3.7	1.6	4.4	-0.4	-1.6

33: C[n+]1c(-c2ccccc2)cc(CCCCc2cc(-c3ccccc3)[n+](C)c(-c3ccccc3)c2)cc1-c1ccccc1
34: CCC1(CCc2ccncc2)C(=O)NC(=O)NC1=O
35: COc1ccc(Cn2c(O)c(/C=N/NC(=O)c3ccccc3)c(=O)[nH]c2=O)cc1
36: CC(=O)Nc1nc(CCl)cs1
37: CC(C)N1CCN(Cc2cccc([N+](=O)[O-])c2)CC1
38: CC[C@@]1(O)C(=O)OCc2c1cc1n(c2=O)Cc2cc3c(NC(=O)CN)cccc3nc2-1
39: CCOP(=O)(OCC)C(NC(=O)c1ccccc1)C(Cl)(Cl)Cl (stereo not drawn)
40: COCCCn1c(N)c(C(=O)NCc2ccco2)c2nc3ccccc3nc21
entry no.	33	34	35	36	37	38	39	40
S1P4 antag	1.3	-2.8	-4.6	-3.1	0.0	-5.2	-18.7	0.8
S1P4 agonist	1.8	-1.1	-0.3	1.7	0.8	0.3	0.8	-0.8
Ba/F3 V617F tox	1.2	3.8	-3.1	-3.5	-0.1	93.8*	1.9	2.2
eIF4E 4G PPI	-2.2	-6.2	-3.5	-0.7	-0.6	5.4	0.0	-0.1
BaF3 parental	5.3	3.3	1.6	-1.6	6.8	78.5*	4.0	-4.2
NPY-Y2 PAM-ag	5.2	4.3	6.2	9.8	-6.9	1.2	-1.3	-18.0
Mdm2 ligase inh	-11.9	-12.0	-0.7	-1.2	-30.8	-4.6	-10.3	-4.3
PERK inhibitor	-0.3	-0.7	0.9	0.5	0.9	0.9	0.5	2.0
Wee1 degr inh	1.2	0.8	-2.2	4.2	-1.3	6.4	-0.4	-2.8

41: CCCC/C(=N/O)c1c(C)[nH]c2ccccc12
42: O=c1[nH]c(=S)n(C2CC2)c(O)c1C=NCc1ccc(F)cc1
43: CCC(C)N1C(=O)/C(=C\c2cnc(N(C)C)nc2)C(=O)NC1=S (stereo not drawn)
44: COc1cc(C=C2C(=O)NC(=O)NC2=O)ccc1O
45: CC(=O)OC1N=C(c2ccccc2)c2cc(C)ccc2NC1=O (stereo not drawn)
46: COc1cccc(-n2c(=S)[nH]c3ccccc3c2=O)c1
47: CC1(C)CN=C(Nc2nc3ccccc3s2)S1
48: COC(=O)C1=Nc2ccccc2/C1=C\c1c(O)n(C)c(=O)n(C)c1=O
entry no.	41	42	43	44	45	46	47	48
S1P4 antag	-0.6	-7.5	-7.4	12.1	-10.1	-22.7	2.3	-2.8
S1P4 agonist	-0.1	-1.0	-1.7	0.8	0.3	-0.8	3.0	-0.7
Ba/F3 V617F tox	-2.2	3.2	1.8	-3.7	1.5	-4.1	5.6	-1.9
eIF4E 4G PPI	3.9	1.2	-0.6	0.3	0.1	3.9	0.8	0.3
BaF3 parental	2.2	3.3	7.5	0.0	3.0	-4.7	2.9	-4.1
NPY-Y2 PAM-ag	1.1	-33.3	-4.7	6.5	-6.0	8.6	8.0	2.4
Mdm2 ligase inh	-2.9	-11.7	-9.6	-15.9	-14.8	-10.9	-20.8	-2.7
PERK inhibitor	0.6	0.8	1.2	0.3	-0.1	1.6	-0.2	1.1
Wee1 degr inh	-1.3	-0.8	4.7	-1.8	1.1	3.8	4.0	0.9

49: COc1ccc(C2CN(C)CC2C(=O)c2ccc(F)cc2)cc1Cl (stereo not drawn)
50: O=C(Oc1ccc([N+](=O)[O-])cc1)N1CCC(N2CCCCC2)CC1
51: O=[N+]([O-])c1ccc(N2CCNCC2)c(Cl)c1
52: O=c1[nH]c(=O)n(Cc2ccco2)c(O)c1C=NC1CC1
entry no.	49	50	51	52
S1P4 antag	-2.0	-7.5	-18.5	-16.5
S1P4 agonist	-0.8	0.0	1.3	0.3
Ba/F3 V617F tox	-3.0	-3.7	1.5	-2.8
eIF4E 4G PPI	1.9	-10.8	1.8	3.0
BaF3 parental	-0.1	3.0	7.2	-0.6
NPY-Y2 PAM-ag	-5.1	-0.1	5.8	13.5
Mdm2 ligase inh	-10.5	.	-6.3	-26.8
PERK inhibitor	0.1	0.0	-0.2	0.2
Wee1 degr inh	-0.6	-1.5	-0.7	-2.1

This is a subset; rates above refer to the full screens.
